Screening results (PubChem BioAssay)
MEP2 TOR yeast = modulators of TOR pathway MEP2-GFP in S. cerevisiae; S. cerevisiae MEP2-GFP strain, flow cytometry GFP, 3 h; 100% = DMSO control level; GFP response vs DMSO, % at 10 µM; hit rate 0.51% among 330,000;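 active = GFP response versus DMSO above a set limit, roughly screen mean plus 3 SD, cut at about 180% in these data; inconclusive = fewer than 70 cells counted for a yeast strain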;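 note: median GFP fluorescence of the barcode-gated MEP2-GFP cells per well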
JMJD2C inh = human JMJD2C demethylase inhibition | Q9H3R0 | GST-JMJD2C(1-420) H3K9me3 demethylation, DELFIA europium | inhibition, % at 2.35 µM | hit rate 0.069% among 330,000 | AID 2099;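 active = more than half of a compound's replicate wells show inhibition beyond 50%, single wells judged on their own value; inconclusive = some, but no more than half, of replicates pass 50% inhibition; inactive = no replicate passes 50% inhibition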;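 note: signal counts dimethyl H3K9 product captured on neutravidin plate; 0% = median of DMSO wells and 100% = 0.3 times that DMSO median; strong numbers were not always called active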
Target sequence (Q9H3R0 1-420 limits assumed): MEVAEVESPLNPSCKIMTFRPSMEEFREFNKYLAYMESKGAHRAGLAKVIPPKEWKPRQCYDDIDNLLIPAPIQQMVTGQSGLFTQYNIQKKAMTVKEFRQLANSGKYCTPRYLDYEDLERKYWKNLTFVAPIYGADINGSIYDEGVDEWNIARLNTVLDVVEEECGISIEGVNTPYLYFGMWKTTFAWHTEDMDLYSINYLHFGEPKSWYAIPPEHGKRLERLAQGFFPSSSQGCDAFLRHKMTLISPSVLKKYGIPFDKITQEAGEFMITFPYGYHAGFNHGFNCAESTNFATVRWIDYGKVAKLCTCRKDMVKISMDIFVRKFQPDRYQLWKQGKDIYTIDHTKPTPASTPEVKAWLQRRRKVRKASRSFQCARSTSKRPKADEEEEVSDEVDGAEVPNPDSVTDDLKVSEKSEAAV
LAP4-GFP MLPCN = modulators of TOR pathway LAP4-GFP in S. cerevisiae; S. cerevisiae LAP4-GFP multiplex, flow cytometry GFP, 3 h; median GFP as percent of DMSO wells; GFP response vs DMSO, % at 10 µM; hit rate 0.34% among 320,000;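 active = GFP response vs DMSO above a set limit, about the screen mean plus 3 SD, cut at about 150% in these data; inconclusive = under 70 cell events counted for the yeast strain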
VLA-4 inh = inhibition in a human VLA-4 binding assay; VLA-4 expressing cells, ligand binding flow cytometry; inhibition, % (about 7 µM as worked out from the volumes in the protocol); hit rate 0.2% among 330,000; AID 2557; in the data active = inhibition above about 50%
AGP1 TOR yeast = modulators of TOR pathway AGP1-GFP in S. cerevisiae | S. cerevisiae AGP1-GFP multiplex flow cytometry, 3 h; GFP as percent of DMSO wells | GFP response vs DMSO, % at 10 µM | hit rate 0.02% among 320,000;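 active = GFP response relative to DMSO above a set limit, near screen average plus 3 SD, cut at about 150% in these data; inconclusive = fewer than 70 cells counted for the yeast strain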;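 note: median GFP channel fluorescence of the gated AGP1 strain per well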
GRK2 inh = human GRK2 inhibition via aptamer displacement; hit rate 0.59% among 330,000; P25098; inhibition of aptamer binding, % at 10 µM; AID 488847; bead flow cytometry, FAM-aptamer displacement from GRK2;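 active = inhibition of aptamer binding above 40%, roughly 3 SD of noise, on plates passing a quality check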;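 note: median bead fluorescence of bound FAM aptamer so fluorescent compounds give negative values; no value below 0 was filed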
Target sequence (P25098 whole entry, looked up): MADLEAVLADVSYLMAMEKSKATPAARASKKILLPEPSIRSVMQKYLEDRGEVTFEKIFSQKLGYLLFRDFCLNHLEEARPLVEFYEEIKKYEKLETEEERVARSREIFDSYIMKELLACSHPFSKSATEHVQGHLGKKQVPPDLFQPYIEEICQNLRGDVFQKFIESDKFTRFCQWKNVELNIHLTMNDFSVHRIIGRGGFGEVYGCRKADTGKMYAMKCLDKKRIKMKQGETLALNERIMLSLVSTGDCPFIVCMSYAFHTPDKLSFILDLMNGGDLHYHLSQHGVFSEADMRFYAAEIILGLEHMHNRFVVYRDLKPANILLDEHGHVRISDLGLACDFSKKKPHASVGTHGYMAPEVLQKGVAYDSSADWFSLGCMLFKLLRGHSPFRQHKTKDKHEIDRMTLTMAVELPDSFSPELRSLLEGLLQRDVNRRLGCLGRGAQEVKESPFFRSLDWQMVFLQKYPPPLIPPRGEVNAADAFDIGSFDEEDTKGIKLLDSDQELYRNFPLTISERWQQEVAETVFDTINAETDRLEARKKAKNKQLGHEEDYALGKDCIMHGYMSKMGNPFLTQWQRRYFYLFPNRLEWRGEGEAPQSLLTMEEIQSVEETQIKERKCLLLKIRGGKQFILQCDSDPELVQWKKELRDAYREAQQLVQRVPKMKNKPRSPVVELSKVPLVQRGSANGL
RPL19A-GFP yeast = yeast TOR pathway RPL19A-GFP modulation | S. cerevisiae RPL19A-GFP strain, flow cytometry, 3 h; active compounds read low | percent response vs DMSO, % at 10 µM | hit rate 0.3% among 330,000 | AID 2025;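 active = percent response vs DMSO below 50%; inconclusive = fewer than 70 events counted for the yeast strain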;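 note: median channel GFP fluorescence of the barcoded RPL19A-GFP strain; ratio of sample median GFP to plate DMSO average so 100% = DMSO; lower means less RPL19A-GFP as with rapamycin TOR inhibition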
CIT2-GFP yeast = modulators of TOR pathway CIT2-GFP in S. cerevisiae; S. cerevisiae CIT2-GFP strain, flow cytometry, 3 h; 100 means same as DMSO wells; GFP response vs DMSO, % at 10 µM; hit rate 0.065% among 320,000; AID 2029;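 active = GFP response relative to DMSO above a set limit, near the screen mean plus 3 SD, cut at about 150% in these data; inconclusive = Fewer than 70 cells measured for a yeast strain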;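 note: ratio of well median GFP fluorescence to mean of DMSO wells on the plate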
* = called active by the depositor; i = inactive; ? = inconclusive; . = not tested or not shown; [ ] = dose if it differs, or a comment.

SMILES | MEP2 TOR yeast | JMJD2C inh | LAP4-GFP MLPCN | VLA-4 inh | AGP1 TOR yeast | GRK2 inh | RPL19A-GFP yeast | CIT2-GFP yeast
Cc1noc(C)c1COC(=O)c1ccc(F)c(S(=O)(=O)N2CCOCC2)c1 | 92.9 | . | 100.0 | -12.2 | 97.3 | 0.0 | 96.0 | 90.8
CC1(C)CC(=O)C2=C(C1)OC(c1cccs1)C(C#N)=C2N (stereo not drawn) | 117.6 | -1.5 | 122.4 | 5.6 | 114.2 | 3.0 | 113.4 | 113.3
CC(C)CN(CC(C)C)C(=O)c1cccc(S(=O)(=O)N2CCc3ccccc32)c1 | 98.2 | -4.8 | 97.8 | 7.6 | 100.1 | 4.0 | 99.3 | 99.1
CCC(C)c1ccc(OCC(=O)Nc2ccc(CN3CCOCC3)cc2)cc1 (stereo not drawn) | 99.6 | 9.3 | 85.0 | 4.2 | 85.6 | 11.0 | 108.7 | 91.5
S=C(Nc1ccccn1)c1ccccn1 | 107.2 | -14.2 | 93.4 | -3.9 | 85.7 | 0.0 | 95.7 | 112.8
O=S(=O)(NCc1ccccc1)c1ccc(-c2cnc(C3CC3)o2)cc1 | 109.5 | -43.8 | 100.2 | 3.3 | 103.0 | 7.0 | 104.5 | 103.8
O=C(Nc1ccccc1)NC1(C(=O)N2CCN(c3ncccn3)CC2)CCCCC1 | 102.0 | -13.0 | 93.4 | 2.1 | 93.9 | 0.0 | 93.6 | 93.7
COc1ccc(C2(CNC(=O)c3ccc(OCC(C)C)cc3)CCOCC2)cc1 | 101.9 | -5.4 | 88.7 | 4.8 | 94.9 | 0.0 | 98.0 | 96.2
Cc1cc(C)n(-c2ccc(C(=O)Nc3ccc(N4CCOCC4)cc3)cc2)n1 | 97.1 | -4.1 | 90.3 | -1.3 | 95.3 | 2.0 | 94.2 | 97.0
O=C(O)CCCC(=O)NCc1ccccn1 | 95.7 | -11.3 | 102.6 | 3.5 | 95.7 | 0.0 | 98.1 | 95.2
COc1cccc(C2=NOC(C(=O)NCCCn3ccnc3)C2)c1 (stereo not drawn) | 99.5 | -1.3 | 90.2 | 14.1 | 96.0 | 2.0 | 94.4 | 99.6
COc1ccc2nc(SCC(=O)Nc3cc(OC)c(OC)cc3C(=O)O)c(C)cc2c1 | 100.3 | -25.9 | 112.6 | 16.8 | 101.2 | 1.0 | 95.5 | 95.8
CCn1cc(C(=O)NCC(OC)OC)c(=O)c2cc(S(=O)(=O)N3CCOCC3)ccc21 | 102.1 | 11.2 | 96.2 | -5.0 | 105.0 | 45.0* | 102.6 | 108.3
Cc1c(Cc2ccccc2)c(=O)oc2cc(OCC(=O)NCC(O)c3ccccc3)ccc12 (stereo not drawn) | 99.6 | -0.8 | 99.5 | 8.1 | 109.0 | 0.0 | 100.8 | 109.3
CCOC(=O)/C(C#N)=C/c1c(Oc2cccc(C)c2)nc2ccccn2c1=O | 98.4 | -3.6 | 97.7 | 15.4 | 99.5 | 0.0 | 94.3 | 90.5
O=C(NCc1cccnc1)C(=O)Nc1nc2ccccc2s1 | 99.5 | 4.0 | 95.2 | 0.0 | 97.5 | 1.0 | 104.4 | 100.5
CCn1nc(NS(=O)(=O)c2ccccc2[N+](=O)[O-])c2cc3cccc(C)c3nc21 | 101.7 | 6.5 | 96.9 | 20.6 | 100.1 | 0.0 | 108.5 | 96.8
O=C(c1ccco1)c1coc2c1cc(O)c1ccccc12 | 96.2 | 0.4 | 101.4 | 1.8 | 93.2 | 0.0 | 96.4 | 88.0
O=C(NCc1ccccn1)c1ccc(/C=N/O)nc1 | 91.5 | 8.9 | 92.2 | 8.4 | 101.7 | 0.0 | 97.0 | 102.1
CCCN(CCC)C(C)C(=O)NCC1(c2ccccc2)CCCC1 (stereo not drawn) | 79.7 | 13.8 | 89.7 | 5.0 | 92.2 | 3.0 | 91.9 | 92.9
Cc1ccc(C(=O)N/N=C/c2nc3ccccc3n2C)cc1 | 100.4 | -7.6 | 104.1 | 17.7 | 96.1 | 0.0 | 98.2 | 97.0
CCOC(=O)N1CCN(C2CC(=O)N(c3ccc(F)cc3)C2=O)CC1 (stereo not drawn) | 86.8 | 0.3 | 92.9 | -1.6 | 70.9 | 1.0 | 109.2 | 65.7
CC1=CC(C)(C)Nc2ccc(OC(=O)C(Cc3ccccc3)N3C(=O)c4ccccc4C3=O)cc21 (stereo not drawn) | 105.5 | -6.7 | 90.4 | -1.1 | 95.3 | 5.0 | 101.9 | 92.2
COc1cc2[nH]c(C(=O)N3CCC(Cc4ccccc4)CC3)cc2c(OC)c1OC | 108.4 | -7.4 | 109.4 | 8.0 | 98.1 | 0.0 | 102.8 | 95.3
Cc1cc(C)n(CCN(C)C(=O)CCc2nnc(-c3ccc4c(c3)OCO4)o2)n1 | 97.6 | -6.8 | 96.6 | 0.0 | 93.0 | 0.0 | 89.4 | .
Other entries follow:
SMILES | MEP2 TOR yeast | JMJD2C inh | LAP4-GFP MLPCN | VLA-4 inh | AGP1 TOR yeast | GRK2 inh | RPL19A-GFP yeast | CIT2-GFP yeast
c1cncc(Oc2cccc(Oc3cccnc3)c2)c1 | 102.8 | -15.9 | 113.1 | 8.6 | 100.0 | 0.0 | 102.0 | 93.9
COCCCNC(=O)c1nc2c(nnn2Cc2cc(C)ccc2C)c(=O)[nH]1 | 107.3 | -1.9 | 99.5 | 7.4 | 106.9 | 4.0 | 108.1 | 100.6
COCCn1cnc2c1c(=O)n(Cc1cc(C(C)=O)ccc1OC)c(=O)n2Cc1ccccc1 | 98.7 | -6.8 | 90.6 | 1.6 | 90.6 | 0.0 | 99.9 | 91.5
CCOc1ccc(NC(=O)CSc2ccccc2N)cc1 | 100.3 | -6.8 | 94.8 | -4.0 | 97.1 | 1.0 | 100.4 | 74.2
Cn1c(=O)c(C(=S)NC(=O)C2CC2)c(N)n(Cc2ccccc2)c1=O | 105.9 | 1.4 | 97.0 | -4.7 | 97.3 | 1.0 | 98.3 | 106.3
COc1cc(/C=C/C(=O)OCC(=O)NC(=O)NCc2ccco2)ccc1OC(F)F | 96.7 | 3.1 | 101.9 | 8.4 | 97.7 | 1.0 | 96.5 | 92.4
COc1ccc(NC(=O)c2ccco2)cc1N | 108.4 | -6.4 | 103.7 | 0.8 | 102.2 | 0.0 | 100.7 | 104.5
COc1cc(OC)c(OC)cc1/C=N/NC(=O)c1ccc(=O)n(C)c1 | 92.8 | 7.8 | 83.9 | -1.3 | 116.9 | 2.0 | 96.9 | 86.6
O=C1CCC(c2ccccc2)(c2ccccc2)CC1 | 107.3 | 7.9 | 91.0 | 5.4 | 94.4 | 2.0 | 102.0 | 96.6
COC(=O)c1ccc2nc(C(F)(F)F)[nH]c2c1 | 103.2 | 21.3 | 98.3 | 11.0 | 97.9 | 0.0 | 98.1 | 101.0
CC(=O)Cc1nsc(Nc2ccc3c(c2)OCCO3)n1 | 92.4 | -8.6 | 91.4 | 1.1 | 92.3 | 0.0 | 91.5 | 88.2
CC1=CS/C(=C(/C#N)C(=O)NCc2ccco2)N1c1ccccc1 | 90.9 | -0.2 | 98.8 | 20.1 | 93.4 | 0.0 | 102.4 | 99.7
CC(=O)c1cnc(SCc2ccc(Cl)cc2)nc1C | 99.4 | -1.9 | 97.3 | 7.4 | 104.0 | 0.0 | 97.2 | 94.5
Cc1nc(Cc2nnc(SCC(=O)Nc3c(C)cccc3C)o2)cs1 | 110.1 | 10.8 | 107.6 | 2.5 | 100.8 | 4.0 | 104.1 | 103.8
COc1nc(N)nc(NC(=O)c2cccs2)c1N=O | 101.6 | -5.3 | . | 16.6 | . | 0.0 | 105.8 | .
Cc1cc(C)c(NC(=O)CSc2nc3ccc(N4C(=O)c5ccccc5C4=O)cc3s2)c(C)c1 | 102.3 | -6.1 | 82.1 | 27.3 | 92.2 | 0.0 | 95.8 | 91.6
CC(C)(C)c1ccc(OCC(O)CN(CCO)CC(O)Cn2ccc3ccccc32)cc1 (stereo not drawn) | 111.9 | -3.6 | 98.3 | 0.9 | 102.6 | 0.0 | 112.4 | 103.4
O=[N+]([O-])c1ccc2c(c1)nc1n2CCSC1 | 100.4 | 3.7 | 105.2 | -13.6 | 98.6 | 1.0 | 94.2 | 88.2
O=C(O)c1ccc2c(=O)n3c(nc2c1)/C(=C/c1cccc(Cl)c1Cl)CC3 | 109.5 | 16.1 | 109.4 | -4.1 | 92.1 | 1.0 | 107.3 | 96.4
Cc1ccc(OCc2nc(-c3ccccn3)no2)cc1 | 101.0 | 3.9 | 100.9 | -3.1 | 97.9 | 1.0 | 101.2 | 87.5
NC(=O)NC(=O)COC(=O)c1ccc(OC(F)F)cc1 | 101.3 | 0.4 | 114.7 | -21.7 | 99.6 | 0.0 | 98.2 | 95.3
CCOC(=O)c1ccc(NC(=O)c2cccc3c2C(=O)N(CC2CCCO2)C3)cc1 (stereo not drawn) | 97.3 | 3.0 | 116.0 | -18.1 | 95.6 | 2.0 | 99.2 | 90.7
C=C(C)CNC(=S)NNC(=O)c1ccncc1 | 103.0 | 3.0 | 95.8 | 22.6 | 100.7 | 0.0 | 102.5 | 102.3
c1ccc(-c2cnnc(N3CCCCC3)n2)cc1 | 88.2 | 11.0 | 92.0 | 3.1 | 77.0 | 5.0 | 88.3 | 95.8
COc1ccc(CN2CCOCC2)cc1Br | 99.4 | -52.0 | 90.7 | 17.7 | 92.3 | 1.0 | 97.6 | 96.0

Among those listed so far, these contain a nitro group on carbon:
SMILES | MEP2 TOR yeast | JMJD2C inh | LAP4-GFP MLPCN | VLA-4 inh | AGP1 TOR yeast | GRK2 inh | RPL19A-GFP yeast | CIT2-GFP yeast
CCn1nc(NS(=O)(=O)c2ccccc2[N+](=O)[O-])c2cc3cccc(C)c3nc21 | 101.7 | 6.5 | 96.9 | 20.6 | 100.1 | 0.0 | 108.5 | 96.8
O=[N+]([O-])c1ccc2c(c1)nc1n2CCSC1 | 100.4 | 3.7 | 105.2 | -13.6 | 98.6 | 1.0 | 94.2 | 88.2

Continued:
SMILES | MEP2 TOR yeast | JMJD2C inh | LAP4-GFP MLPCN | VLA-4 inh | AGP1 TOR yeast | GRK2 inh | RPL19A-GFP yeast | CIT2-GFP yeast
O=C(Nc1ccc(NC(=O)C2CC2)cc1)c1ccco1 | 88.8 | 11.7 | 92.9 | 7.9 | 99.0 | 0.0 | 95.9 | 103.1
CC1Oc2ccccc2N(CC(=O)Nc2ccccc2F)C1=O (stereo not drawn) | 97.1 | 0.9 | 99.8 | 22.4 | 103.3 | 0.0 | 102.1 | 107.2
O=C(O)CCCC(=O)Nc1ccc(Sc2ccc([N+](=O)[O-])cc2)cc1 | 94.3 | -2.1 | 91.8 | 1.6 | 88.0 | 2.0 | 91.4 | 101.8
O=C(c1ccccc1)N1CCN(C(=O)c2ccc([N+](=O)[O-])cc2)CC1 | 103.4 | 2.8 | 101.5 | 42.5 | 106.2 | 4.0 | 104.0 | 99.7
Cc1cc(OCC(=O)OCC(=O)N2CC(C)CC(C)C2)ccc1Cl (stereo not drawn) | 112.9 | 6.2 | 104.4 | 13.2 | 96.2 | 0.0 | 98.3 | 97.9
O=C(NC1CCN(S(=O)(=O)c2ccc(F)cc2)CC1)c1cccnc1 | 99.3 | -185.4 | 100.0 | -1.0 | 102.8 | 0.0 | 103.0 | 107.5
CCOC(=O)N1CCN(/C=C(\C#N)c2nc3ccccc3s2)CC1 | 155.8[may fluoresce violet] | 1.8 | 122.6[may fluoresce violet] | i | 48.4[may fluoresce violet] | 0.0 | 101.1[may fluoresce violet] | ?
NC(=O)c1snnc1-c1ccccc1 | 108.9 | 5.1 | 110.8 | 5.5 | 101.6 | 0.0 | 98.0 | 102.1
